High-throughput results from PubChem.
p53 reactivator: mutant p53 re-activation in reporter cells. H1299 p53-A138V BP100-luciferase reporter, luminescence, 24 h. Potency, µM (titrated, usually from 92.2 µM), for the others: at the top dose activity change, positive = activation, most hits filed as activators. 320,000 tested, 0.063% active; note: potency is the fitted concentration of half-maximal effect; % of control where 0% means no effect; nearly all actives have a fitted effect of over 45% in size
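H1299 (p53-null), stable ts p53-A138V + BP100-Luc; 1000 cells/well, Opti-MEM/10% FBS; cpd 4 pt, 1:5; 24 h, 37 deg C, 5% CO2; detection reagent 10 min RT; luminescence.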
RORg inh: blocks mouse ROR gamma transcriptional activity; P51450; Drosophila S2 Gal4-RORgamma UAS-luciferase reporter, 20 h; Potency, µM (titrated, usually from 53.6 µM), without a hit: at the highest dose activity change, negative = inhibition, actives largely listed as inhibitors; 310,000 tested, 5.4% active; AID 2551; note: potency is the fitted concentration of half-maximal effect; % is set by controls: 0 for no effect and ±100 for the full control effect; nearly all actives have a fitted effect of over 60% in size
Target sequence (P51450 whole entry, looked up, the tested form may be a part): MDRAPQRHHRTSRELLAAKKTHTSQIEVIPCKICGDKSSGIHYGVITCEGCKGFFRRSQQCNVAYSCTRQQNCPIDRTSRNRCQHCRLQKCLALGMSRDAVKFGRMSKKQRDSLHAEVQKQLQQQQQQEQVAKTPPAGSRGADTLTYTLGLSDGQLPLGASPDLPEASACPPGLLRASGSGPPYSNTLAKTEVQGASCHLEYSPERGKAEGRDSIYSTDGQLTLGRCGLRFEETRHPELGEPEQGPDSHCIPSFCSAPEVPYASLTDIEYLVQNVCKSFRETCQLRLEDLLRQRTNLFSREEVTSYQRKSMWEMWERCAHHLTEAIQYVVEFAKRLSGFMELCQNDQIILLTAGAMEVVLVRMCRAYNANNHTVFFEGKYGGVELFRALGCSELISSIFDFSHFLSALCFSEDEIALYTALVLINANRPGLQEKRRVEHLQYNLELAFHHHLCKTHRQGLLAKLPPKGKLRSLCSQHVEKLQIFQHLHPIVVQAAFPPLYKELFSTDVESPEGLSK
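Drosophila Schneider cells stably carrying a metallothionein-driven Gal4 DBD–ROR gamma fusion and a UAS-Photinus luciferase reporter were exposed to compound for 1 hr, then induced with copper sulfate (700 uM final) for 20 hr at ambient temperature before luminescence reading.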
Rab9 prom act: Rab9 promoter activation; Huh7 Rab9 promoter-luciferase reporter, luminescence, 24 h; Potency, µM (highest dose often 9.22 µM), inactives show top-dose activation, negative = inhibition, hits mostly activators; 320,000 tested, 2.8% active; AID 485297; note: potency is the fitted concentration of half-maximal effect; % of control where 0% means no effect; nearly all actives have a fitted effect of over 60% in size
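Rab9 promoter-driven luciferase in stably transfected Huh7 cells; 1500 cells/well rested 2 h, exposed to compound in DMSO for 24 h at 37 °C, 5% CO2. Luminescence read 10 min after adding luciferase reagent at ambient temperature.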
Giardia kill: kills Giardia lamblia; Giardia lamblia trophozoite viability; activity change, % at 7.66 µM, hits read low; 340,000 tested, 0.15% active; in the data active = activity change below about -80%; inconclusive = between about -30% and that limit;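 note: parasites exposed to compound for two days anaerobically before the ATP read; % is set by controls: 0 for no effect and ±100 for the full control effect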
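Trophozoite viability was measured as ATP-dependent luminescence, read 15-30 min after reagent addition. Before that, parasites at 100 cells/well were exposed to compounds for 48 h, anaerobically, at 37 deg C.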
BRCA1 expr act: activators of BRCA1 expression; 380,000 tested, 1.1% active; Potency, µM (titrated, usually from 46.1 µM), for inactives: top-dose activation, actives largely listed as activators; MCF7-BRCA1-FFLuc reporter, luminescence, 48 h; response scale: scaled: vehicle 0%, 10 µM genistein 100%; note: potency is the fitted concentration of half-maximal effect; nearly all actives have a fitted effect of over 80% in size; some results filed as inactive show a strong effect at the top dose
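Cells: MCF7-BRCA1-FFLuc, 2000/well. Exposure: 48 h, 37 °C, 5% CO2. Read: luminescence, 15 min post-substrate. Controls: genistein 10 microM (maximal activation), DMSO (neutral).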
PKM2 activator: PKM2 (human) enzyme activation. P14618. purified PKM2, Kinase-Glo ATP luminescence, activation; response scale: 0% is enzyme alone, no compound. Potency, µM (doses to about 57.5 µM), for inactives: top-dose activation, hits mostly activators. 260,000 tested, 0.34% active. AID 1631; note: potency is the fitted concentration of half-maximal effect; % is set by controls: 0 for no effect and ±100 for the full control effect; nearly all actives have a fitted effect of over 55% in size
Target sequence (P14618 whole entry, looked up): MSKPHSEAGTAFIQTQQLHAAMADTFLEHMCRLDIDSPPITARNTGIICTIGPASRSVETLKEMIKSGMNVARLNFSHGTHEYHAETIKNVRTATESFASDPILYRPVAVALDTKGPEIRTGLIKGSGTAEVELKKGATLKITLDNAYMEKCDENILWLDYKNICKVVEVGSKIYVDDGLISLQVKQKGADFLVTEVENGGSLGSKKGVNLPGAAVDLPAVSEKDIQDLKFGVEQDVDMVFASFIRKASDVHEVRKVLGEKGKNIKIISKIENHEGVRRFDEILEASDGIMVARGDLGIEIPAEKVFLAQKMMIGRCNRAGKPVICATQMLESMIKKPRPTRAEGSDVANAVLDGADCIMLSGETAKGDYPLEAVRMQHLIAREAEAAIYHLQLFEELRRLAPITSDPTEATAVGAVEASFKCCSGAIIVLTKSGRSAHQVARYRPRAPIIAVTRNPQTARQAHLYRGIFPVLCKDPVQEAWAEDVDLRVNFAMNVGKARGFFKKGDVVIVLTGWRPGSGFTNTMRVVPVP
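ATP formation by purified human PK-M2, quantified via coupled luciferase luminescence after 1 h at room temperature with 0.1 mM ADP and 0.5 mM PEP final.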
FLuc counter: inhibits or activates purified firefly luciferase, miR-21 counter-screen | purified FLuc, Km substrates, luminescence inhibition | Potency, µM (highest dose often 57.5 µM), for inactives: top-dose activity change, negative = inhibition, most hits filed as inhibitors | 360,000 tested, 6.9% active;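 note: potency is the fitted concentration of half-maximal effect; plate controls were vehicle for no effect and reference inhibitor for full effect; nearly all actives have a fitted effect of over 55% in size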
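Purified P. pyralis luciferase, 10 nM final, with Km-level 10 uM D-luciferin and 10 uM ATP in 50 mM Tris acetate pH 7.5, 10 mM Mg acetate, 0.01% Tween-20, 0.05% BSA; 6-point qHTS titration about 60 µM downward; luminescence read.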
ELG1 genotoxic: inducers of genotoxicity in HEK293T ELG1-luciferase cells | AID 504466 | HEK293T ELG1-luciferase reporter, luminescence, 16 h | Potency, µM (top dose mostly 46 µM), for inactives: at the top dose activity change, positive = activation, actives largely listed as activators | 330,000 tested, 1.3% active; note: potency is the fitted concentration of half-maximal effect; % of control where 0% means no effect; nearly all actives have a fitted effect of over 60% in size
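Luminescence read-out: rising ELG1-luciferase signal, reflecting elevated ELG1 protein under genetic stress, flags genotoxic compounds. Cells were treated for 16 hr at 37 °C before ONE-Glo detection.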
Menin MLL FP TR: menin-MLL binding inhibition, Texas Red mutant peptide. O00255. Menin + Texas Red MLL mutant peptide, fluorescence polarization. Potency, µM (highest dose often 61.6 µM), without a hit: at the highest dose FP activity change, negative = inhibition, usual class: inhibitors. 270,000 tested, 0.23% active. AID 1768; active = well fitted inhibition curve with a large enough effect in the polarisation, with a control signal flat, not every such curve was filed as active; inconclusive = small, poorly fitted or top-dose-only effect, or effect the other way, or a change in a side signal; inactive = no such curve, though single readings can be large or run the other way; the % refers to the polarisation; note: potency is the fitted concentration of half-maximal effect; % of control where 0% means no effect; many of its hits are not listed in these tables
VP16 counter: counter-screen for ROR gamma inhibitors: Gal4-VP16 reporter. Drosophila S2 Gal4-VP16 UAS-luciferase, luminescence, 20 h. Potency, µM (top dose mostly 53.6 µM), without a hit: at the highest dose activity, negative = inhibition, hits mostly inhibitors. 310,000 tested, 3.5% active. AID 2546;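 note: Gal4-VP16 expression switched on by copper sulfate through the metallothionein promoter; potency is the fitted concentration of half-maximal effect; % is set by controls: 0 for no effect and ±100 for the full control effect; nearly all actives have a fitted effect of over 50% in size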
NPC1 prom act: activators of NPC1 promoter | Huh7 NPC1 promoter luciferase reporter, 24 h | Potency, µM (series often up to 9.22 µM), without a hit: at the highest dose activation, hits mostly activators | 320,000 tested, 2.4% active | AID 485313;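 note: potency is the fitted concentration of half-maximal effect; % of control where 0% means no effect; nearly all actives have a fitted effect of over 60% in size; reporter is driven by a mutant NPC1 promoter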
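Luminescence from an NPC1 promoter-driven luciferase reporter in stably transfected Huh7 cells was measured after 24 h compound treatment at 37 °C, followed by 10 min ambient incubation with luciferase detection reagent.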
* = called active by the depositor; ? = inconclusive; / = not tested or not shown; & = joins results of further samples; [ ] = dose if it differs, or a comment. Unless noted, calls come from the whole dose curve; as a rule, active = well fitted curve in the direction sought with a large enough effect; inconclusive = small, poorly fitted or top-dose-only effect, or another doubt; inactive = no such curve, though single readings can be large; an effect the other way counts as inactive or inconclusive.

SMILES | p53 reactivator | RORg inh | Rab9 prom act | Giardia kill | BRCA1 expr act | PKM2 activator | FLuc counter | ELG1 genotoxic | Menin MLL FP TR | VP16 counter | NPC1 prom act
CCc1ccc(NC2=NCC(c3ccccc3)S2)cc1 (configuration not stated) | 8.0% | 8.91µM* | ? | -12.9 | 11.2µM* | 0.0% | 7.57µM* | ? | 0.5% | ? | ?
COc1cc(OC)c2ccc(=O)oc2c1C(CCN1CCCCC1)c1ccc(N(C)C)cc1 (configuration not stated) | 5.2% | -3.1%&-11.7% | 0.4% | 7.2&-8.1 | -23.7% | 0.1% | 1.2% | 14.4% | 10.0% | -14.1%&-5.8% | -4.4%
COc1ccc(NS(=O)(=O)c2cccc(C(=O)NCCCn3ccnc3)c2)cc1 | -8.9% | / | -0.3% | -4.1 | -31.9% | / | -0.3% | -1.0% | / | / | 0.4%
CCc1cc(-c2nnc(SCC(=O)NC3CC3)n2C)cs1 | 3.4% | 3.7% | 4.7% | -0.5 | 26.9% | -3.2% | -1.5% | -0.9% | / | -1.6% | 2.2%
CCCOc1ccc(/C=N\NC(=O)CCc2n[nH]c(=O)[nH]c2=O)cc1OC | 3.1% | -9.6% | -6.2% | 4.9 | 8.6% | 10.1% | -18.0% | -0.9% | -2.7% | 2.6% | -4.6%
COc1cc(Cl)ccc1OCc1cc(C(=O)N2CCCC(OC)C2)no1 (configuration not stated) | ? | 12.6% | 1.78µM* | 13.0 | ? | -3.7% | 5.36µM* | 5.8µM* | / | -2.3% | 2µM*
Brc1ccc(-c2cnc(-c3cccs3)o2)cc1 | ? | ? | 3.98µM* | 13.8 | 4.1% | -0.6% | 5.36µM* | ? | 7.4% | -1.3% | ?
CN(C)NC(=O)c1ccsc1NC(=O)c1ccc(S(=O)(=O)N2CCCC2)cc1 | -4.4% | ? | 2.2% | 12.3 | 0.0% | -0.3% | -4.3% | -8.3% | / | -18.4% | -0.8%
O=S(=O)(NCc1ccccc1)c1ccc(Br)s1 | / | -10.9% | -1.3% | -4.5 | -1.5% | -8.7% | 3.0% | -1.8% | 5.2% | -0.8% | 1.9%
CC(C)(C)c1ccc(-c2nc(N)nc(N)n2)cc1 | 4.8% | -2.4% | ? | -20.1 | 116.8% | -12.9% | 2.13µM* | ? | / | 0.6% | ?
CN(CC(=O)O)S(=O)(=O)/C=C/c1ccccc1 | -0.8% | -1.9% | -7.1% | 16.8 | 4.4% | 1.1% | 0.7% | 1.8% | -0.7% | -12.2% | -0.8%
N#CC1=C(S)N(c2ccccc2)C(c2ccco2)NC1=O (configuration not stated) | 1.5% | 24.8% | -0.8% | -1.8 | 5.6% | -25.5% | -13.9% | -3.4% | 10.2% | -3.9% | -1.5%
O=C(CN1C(=O)c2cccnc2Oc2ccc(Cl)cc21)NC1CCCCCC1 | -10.4% | ? | 10.5% | -17.8 | -4.1% | -3.6%[0.46 µM] | -1.0% | -2.6% | -24.2% | ? | 3.9%
S=c1[nH]nc(Nc2cccc(Cl)c2)s1 | 5.9% | -37.8% | 1.5% | -17.9 | 5.4% | -21.5% | ? | 7.2% | ? | -8.9% | 11.8%
Cc1cccc2[nH]c3c(N4CCC5(CC4)OCCO5)ncnc3c12 | -17.2% | 11.2µM* | 1.8% | 4.6 | -92.1%[inhibitor] | 1.7% | ? | 2.9% | ? | 5.01µM* | -10.7%
Cc1ccc(SCC(=O)OCC(=O)N(C)CC(=O)Nc2ccc(F)cc2)cc1 | 7.1% | / | -4.4% | -2.5 | -23.0% | / | 0.6% | -3.8% | / | / | 7.7%
O=C(NCC(O)c1ccc([N+](=O)[O-])cc1)c1cccc(S(=O)(=O)N2CCCC2)c1 (configuration not stated) | -3.5% | ? | -13.1% | -11.6 | -7.1% | -3.2% | -1.7% | -4.2% | 21.9% | -8.4% | -7.0%
CC(C)CCN1CCC(N)=NC1=O | -1.6% | -0.7% | -6.2% | -10.7 | -9.3% | 5.8% | 0.3% | -0.6% | 13.7% | -6.0% | 0.3%
CN(C)/C=C1/C(=O)Nc2ccccc21 | 2.2% | 5.3% | -2.5% | 12.1 | -1.2% | -2.9% | -0.2% | -4.9% | 3.7% | 16.7% | -1.1%
COc1cccc(NC(=O)CSc2ncc(S(=O)(=O)c3ccccc3)c(=O)[nH]2)c1 | 0.4% | 9.0% | -5.8% | -28.2 | 9.4% | -2.0% | -3.4% | -1.3% | / | 0.6% | -1.5%
CCOc1cc(/C=C2\C(=N)N3N=C(CC)SC3=NC2=O)ccc1OCCOc1ccc(NC(C)=O)cc1 | -5.7% | -1.5% | -0.5% | 6.1 | 10.9% | / | 2.6% | -6.8% | ? | 6.1% | -1.8%
O=C(Cn1c(=O)oc2ccccc21)c1ccccc1 | 2.9% | 12.7%[10 µM] | 0.1% | 1.2 | 28.7% | 3.2% | 2.6% | -2.3% | 5.4% | 6.1% | 0.1%
Cc1cccc(CNc2ccc(C(CC(N)=O)NC(=O)c3ccccc3)cc2[N+](=O)[O-])c1 (configuration not stated) | -5.7% | -2.8% | -3.9% | 27.0 | 0.0% | -1.4% | 0.7% | -5.4% | / | 5.8% | 0.8%
COc1ccccc1N(C)S(=O)(=O)c1ccc(C(=O)OCC(=O)NCc2cccs2)cc1 | -1.5% | -17.8% | 1.2% | -14.4 | 0.0% | 2.4% | -0.2% | -1.1% | / | 2.5% | -1.7%
CC1(C)Cc2cccc(OCC(O)CN3CCN(c4ccccn4)CC3)c2O1 (configuration not stated) | -5.2% | -21.8% | -5.2% | -14.8 | -9.1% | 0.3% | 0.4% | -5.4% | -14.6% | -1.4% | 0.6%
COc1ccc(Oc2cccc(Cl)c2CNC(=O)CCCC(=O)O)cc1 | 0.7% | 0.1% | -8.7% | -14.1 | -20.0% | -5.0% | -2.1% | -0.6% | / | 1.3% | -6.6%
C/C(=N/NS(=O)(=O)c1ccc(Br)cc1)c1c[nH]c2ccccc12 | -4.9% | -11.2% | 2.7% | 7.4 | -21.7% | 1.2% | 2.7% | 1.3% | / | -4.4% | -3.5%
O=C(CSc1nnc(Cn2cnc3ccccc32)o1)Nc1cccc2ccccc12 | -4.1% | 21.3% | 11.8% | -14.3 | -38.7% | 1.2% | -1.1% | -1.8% | -4.4% | -2.3% | -2.8%
CC(C)(C)OC(=O)N[C@H](Cc1ccccc1)C(=O)N1CCC(C(=O)O)CC1 | 1.0% | -22.5% | 15.8% | -19.9 | 17.5% | -2.4% | 3.5% | -3.6% | 2.1% | -11.9% | 12.8%
Cc1ccc(OCCOc2ccc(Br)cc2/C=N\NC(N)=O)cc1 | 2.3% | -30.0% | -5.0% | -3.8 | 0.5% | 0.1% | ? | 17.4% | 8.4% | -21.0% | 1.3%
CCCn1cc(SCC(=O)NCc2ccco2)c2ccccc21 | 1.5% | 1.9% | 2.1% | -8.4 | 5.5% | -3.6% | -13.2% | 4.7% | -5.9% | 3.2% | -0.4%
O=c1[nH]c(-c2ccccc2)c(-c2ccccc2)o1 | -3.9% | -4.7% | 4.0% | -4.1 | 2.5% | / | -1.7% | 7.6% | 0.3% | 4.6% | -4.2%
CC1Cc2ccccc2N1CC(=O)Nc1ccc(S(N)(=O)=O)cc1 (configuration not stated) | -0.8% | 16.0% | -1.5% | -20.9 | -6.5% | 4.3% | -2.0% | -1.1% | / | 2.5% | -6.3%
CCOc1ccc2nc(SCC(=O)N3c4ccccc4Sc4ccccc43)c(C#N)cc2c1 | 9.4% | 0.0% | -6.8% | -2.8 | -25.8% | -9.0% | 2.6% | 2.3% | -17.9% | 1.4% | -3.1%
Cc1ccc(NC(=O)c2ccn(C(=O)Nc3ccccc3)n2)c(C)c1 | 2.7% | 4.7% | 24.7% | -10.9 | ? | 0.1% | ? | 16.0% | -10.4% | -12.8% | 24.2%
O=C1CC(c2ccccc2Cl)=NN(c2ncnc3ccccc23)C1=O | 13.7% | ? | ? | -5.8 | -19.4% | 1.3% | ? | 1.2% | ? | 8.3% | 17.6%
COc1cc(OC)cc(C(=O)N[C@H](C(=O)OCC(=O)Nc2cccnc2Cl)C(C)C)c1 | -5.1% | / | -3.7% | -14.7 | 5.8% | / | 2.5% | 1.5% | / | / | 2.2%

These rows are one share of the data (hit frequency here may not be typical).
